EBV LMP1 NFkB: EBV LMP1-driven NF-kappaB luciferase reporter inhibitors, primary screen, cell-based, luminescence, single point; LMP1-induced NF-kappaB luciferase reporter cells; inhibition, % at 12.5 µM; 350,000 tested, 0.69% active; AID 504558, 2011; in the data active = inhibition above about 41%;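 also: 0% = neutral control wells and 100% = reference inhibitor control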
NCOA3 inh: SRC3 coactivator transcriptional activity inhibitors, primary screen, cell-based, luminescence | Nuclear receptor coactivator 3 (Homo sapiens), Q9Y6Q9 | HEK293 GAL4-SRC3 luciferase reporter | inhibition, % at 3.6 µM | 360,000 tested, 0.17% active | AID 588352, 2011;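 active = inhibition above a per-campaign cutoff, the mean of all compounds plus 3 SD, cut at about 60% in these data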;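 also: 0% = DMSO-treated cells and 100% = gossypol-treated cells at 36 µM; higher means less SRC3-driven luciferase light from the GAL4 reporter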
TROY signal inh: inhibitors of TROY-driven NF-kB signaling, primary screen, Q293 LMP1-TROYcd cells, NF-kB luciferase, uHTS | AID 1347056, 2019 | Q293 LMP1-TROYcd NF-kB luciferase reporter, 4 h | 360,000 tested, 0.98% active | inhibition, % at 10 µM;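 active = compounds whose plate-normalised and pattern-corrected inhibition of the luciferase reporter signal at the single screening dose is 50% or more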
COUP-TFII inh: NR2F2 transcriptional activity inhibitors, primary screen, cell-based, luciferase reporter, HEK293T, luminescence. HEK293T NGFI-A luciferase reporter. COUP transcription factor 2 (Homo sapiens), P24468. 370,000 tested, 0.7% active. inhibition, % at 8.6 µM;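 active = inhibition above a per-plate cutoff, mean inhibition of test wells between control levels plus 3 SD, cut at about 38% in these data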;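 also: cells cotransfected with COUP-TFII expression vector driving the NGFI-A reporter; 0% = median of COUP-TF2 test wells and 100% = reporter-only cells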
Target sequence (P24468 whole entry, looked up): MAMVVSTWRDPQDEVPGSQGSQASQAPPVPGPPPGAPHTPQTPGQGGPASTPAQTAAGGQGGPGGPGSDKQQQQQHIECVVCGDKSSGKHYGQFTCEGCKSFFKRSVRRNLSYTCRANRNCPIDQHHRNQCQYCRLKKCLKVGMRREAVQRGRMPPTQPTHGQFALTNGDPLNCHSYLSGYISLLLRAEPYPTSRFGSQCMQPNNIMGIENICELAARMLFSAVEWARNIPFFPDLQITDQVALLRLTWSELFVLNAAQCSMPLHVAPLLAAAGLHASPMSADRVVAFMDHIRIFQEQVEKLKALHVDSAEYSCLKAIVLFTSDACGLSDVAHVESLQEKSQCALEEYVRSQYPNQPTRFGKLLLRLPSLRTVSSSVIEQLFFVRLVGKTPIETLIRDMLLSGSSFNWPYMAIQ
SRC2 inh: inhibition of GAL4-SRC2 driven luciferase reporter, primary screen, SRC2 inhibitor project, cell-based, luminescence; Nuclear receptor coactivator 2 (Homo sapiens), Q15596; HEK293 GAL4-SRC2 luciferase reporter; inhibition, % at 9 µM; 370,000 tested, 0.17% active; AID 651957, 2012;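 active = inhibition above the mean inhibition of all tested compounds plus 3 SD, set per campaign, cut at about 52% in these data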;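 also: 0% = DMSO treated cells and 100% = cells given Gossypol at 36 µM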
NOD2-RIPK2 inh: NOD2-RIPK2 binding disruptors in cells, primary screen, fluorescence, CHO cells, BLA complementation; CCF4 ratio; inhibition, % at 4.98 µM; 360,000 tested, 0.38% active; Receptor-interacting serine/threonine-protein kinase 2 (Homo sapiens), O43353; AID 624267, 2012; in the data active = inhibition above about 21%;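 also: 0% = vehicle only and 100% = reference blocker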
TLR9-MyD88 block: inhibitors of TLR9-MyD88 association in cells, primary screen, cell-based, CHO, BLA complementation, fluorescence. Toll-like receptor 9 (Homo sapiens) + Myeloid differentiation primary response protein …. CCF4 FRET ratio. inhibition, % at 4.98 µM. 340,000 tested, 0.21% active. AID 504734, 2011;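 active = inhibition above the mean over all tested compounds plus 3 SD, cut at about 21% in these data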;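 also: 0% = DMSO only wells and 100% = clavulanate BLA inhibitor control wells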
NR5A2 inv ag: LRH-1 (NR5A2) inverse agonists, primary screen, cell-based, luminescence, HEK293T, StAR-luciferase reporter. Nuclear receptor subfamily 5 group A member 2 (Homo sapiens), O00482. LRH-1 transfected, 24 h. inhibition, % at 3.6 µM. 360,000 tested, 0.13% active. AID 602396, 2012;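 active = inhibition above the mean inhibition of all tested compounds plus 3 SD, cut at about 73% in these data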;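 also: 0% = DMSO wells and 100% = reporter-only cells lacking LRH-1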
Target sequence (O00482 whole entry, looked up): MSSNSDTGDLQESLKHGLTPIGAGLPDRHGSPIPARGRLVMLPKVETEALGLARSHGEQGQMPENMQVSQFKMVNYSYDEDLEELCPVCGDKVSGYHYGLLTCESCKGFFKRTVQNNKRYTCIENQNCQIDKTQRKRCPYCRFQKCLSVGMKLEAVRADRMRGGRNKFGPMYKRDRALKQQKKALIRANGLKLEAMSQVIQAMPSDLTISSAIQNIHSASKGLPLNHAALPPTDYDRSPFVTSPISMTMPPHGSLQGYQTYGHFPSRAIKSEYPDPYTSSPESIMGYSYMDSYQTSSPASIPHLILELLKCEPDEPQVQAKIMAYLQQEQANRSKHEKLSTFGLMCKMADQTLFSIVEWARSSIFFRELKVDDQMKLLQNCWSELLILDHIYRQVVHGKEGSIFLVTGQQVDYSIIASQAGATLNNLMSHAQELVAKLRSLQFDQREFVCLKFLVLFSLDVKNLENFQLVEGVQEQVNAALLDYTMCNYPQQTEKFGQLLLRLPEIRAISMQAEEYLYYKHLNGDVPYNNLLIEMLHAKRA
TRAIL sens C8: viability loss with TRAIL in NB7+C8 cells, primary screen, TRAIL sensitizer project, cell-based, ATPlite luminescence; inhibition (viability loss, TRAIL sensitization), % at 10 µM; 360,000 tested, 1% active;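 active = compounds causing at least 50% loss of cell viability in the single-dose screen, relative to plate controls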
Vif imaging: HIV Vif self-association inhibitors, primary screen, imaging, HEK293T, single point. inhibition, % at 7.49 µM. HEK293T cells, Vif self-association by quenched fluorescence, 24 h. 340,000 tested, 0.35% active; in the data active = inhibition above about 50%, passing the limit was not always enough; also: some results filed as inactive read as strong as hits
NCOA1 inh: SRC1 coactivator transcriptional activity inhibitors, primary screen, cell-based, luminescence. Nuclear receptor coactivator 1 (Homo sapiens), Q15788. HEK293 GAL4-SRC1 luciferase reporter. inhibition, % at 3.6 µM. 360,000 tested, 0.12% active. AID 588354, 2011;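 active = inhibition above the campaign mean plus 3 SD, with each screening campaign given its own cutoff, cut at about 60% in these data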;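 also: 0% = DMSO treated cells and 100% = gossypol at 36 µM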
Active calls of the source: *; nt = no result given. An excerpt (hit frequency here may not be typical).

mol	TRAIL sens C8	NOD2-RIPK2 inh	NCOA3 inh	NR5A2 inv ag	Vif imaging	NCOA1 inh	TROY signal inh	COUP-TFII inh	SRC2 inh	EBV LMP1 NFkB	TLR9-MyD88 block
N#Cc1c(Sc2ncc(C(F)(F)F)cc2Cl)nsc1C/C=N\OCc1c(F)cccc1Cl	-5	-1	-9	-12	nt	-5	2	5	8	-11	3
COc1ccc(S(=O)(=O)N(C)[C@H]2C[C@H]3c4cc(N5CCN(C)CC5)ccc4CCN3C(=O)[C@H]2[C@H](C)O)cc1	4	-6	-18	-24	nt	1	7	9	15	1	5
Cc1ccc(S(=O)(=O)NC(=O)C2(C)CCN2C(=O)c2ccccc2CCc2ccccc2)nc1 (centres undefined)	-1	5	-15	9	15	14	4	-7	-4	nt	nt
CCC(=O)c1c[nH]c(C(=O)NCC2CCCO2)c1 (centres undefined)	-13	-1	18	-12	-3	-3	-5	1	-10	1	0
Cc1cc(C)c(NS(=O)(=O)c2c(C)noc2C)c(C)c1	-1	-20	1	-32	5	2	-6	-2	-18	2	7
COCCNC(=O)c1c(C)cc(C)cc1C	-2	2	-29	-5	8	-65	-4	-2	22	-6	2
Cc1ccc(-n2cc(C(=O)c3ccc(N4CCN(C)CC4)cc3)nn2)cc1Cl	30	-8	6	8	32	-2	-2	-4	-4	-6	8
O=C(COc1ccc(Br)cc1F)N1CCN(c2ncccn2)CC1	-9	0	-1	2	-1	-6	-2	13	-32	-5	-6
CSc1cccc(N/C(=N/S(=O)(=O)c2ccccc2)NN)c1	0	-4	38	13	9	-2	-12	8	-24	-1	-6
Cc1ccc(NC(=O)c2ccco2)cc1NC(=O)CSc1nnc(-c2cccs2)n1C	-4	-6	-7	-16	0	2	-10	6	-6	7	5
CCCCN(C)C(=O)c1ccc(Nc2nc(C(N)CCc3ccccc3)cs2)nc1 (centres undefined)	19	-2	-18	-6	0	-9	7	-5	-44	nt	nt
O=c1c2ccccc2n(CC(O)CN2CCCCC2)c2ccccc12 (centres undefined)	-4	-10	-36	-6	nt	-22	-12	-3	-9	9	nt
CCCCn1c(=O)[nH]c(=O)c2c1ncn2Cc1ccco1	14	-1	18	1	-4	5	2	nt	nt	2	-3
CCCC(=O)Nc1nc2c(c(=O)[nH]1)CCCC2	27	2	-5	2	2	-3	-21	1	-40	-1	3
Cc1ccnc(NC(=O)CCC(=O)N(CC(=O)NCc2ccc(F)cc2)c2cccc(F)c2)c1	0	4	0	11	-4	-19	-34	1	-20	-22	2
Cc1ccc(CN2CCC2(C)C(=O)NC2CCc3ccccc32)cc1 (centres undefined)	-2	-4	-13	-3	-5	10	9	-1	-8	nt	nt
CCOCCCNS(=O)(=O)c1ccc(-n2cnnn2)c(OC)c1	-6	2	14	-18	18	8	-9	-3	-5	3	7
Cc1nnc(SCC(=O)c2c(N)n(C3CC3)c(=O)[nH]c2=O)n1C	-7	-3	-2	-6	7	-5	-22	9	-4	-5	-3
COc1cc2cc(Oc3ccc4ccc(=O)oc4c3)c(=O)oc2cc1OC1OC(COC(=O)CC(C)(O)CC(=O)O)C(O)C(O)C1O (centres undefined)	-8	13	2	4	-28	-12	0	-16	-6	7	3
CC1=C(C(=O)N(C)C)CC(CC(=O)NCCc2ccccn2)C(=O)N1Cc1ccc(C(C)(C)C)cc1 (centres undefined)	-4	-3	9	23	-2	4	-4	1	-5	-15	-3
COc1ccc(S(=O)(=O)N2CCN(C(=O)C3COc4ccccc4O3)CC2)cc1 (centres undefined)	-12	-15	0	12	8	0	9	14	7	1	-2
Nc1nc2c(F)cccc2s1	22	-4	33	0	5	-9	-12	-2	-60	4	5
COc1ccc(/C(N)=N/OC(=O)c2ccc([N+](=O)[O-])c(C)c2)cc1OC	3	-3	1	13	-8	-36	-25	-17	-16	1	2
Cc1ccc(NC(=O)CN(C)CCOc2ccccc2)c([N+](=O)[O-])c1	7	-10	-5	14	11	10	13	-4	8	-3	-4
Cc1nc(NC(=O)c2oc3ccccc3c2C)sc1C(=O)N(C)C	4	-2	-66	-119	3	-58	-54	-22	-26	-18	5
CCc1ccc(CN2CCC(Oc3ccc(C(=O)N4CCCCC4)cc3)CC2)cc1	2	8	1	-15	-6	10	4	8	3	2	-12
O=C(Cn1c(CO)nc2ccccc21)NCCc1ccc(F)cc1	5	2	0	11	-1	-3	-5	17	-7	-2	-14
O=C(OCC1COc2ccccc2O1)c1ccccc1F (centres undefined)	-12	-10	-9	-26	-3	-9	-88	-27	-9	-11	-11
COc1ccc(C(=O)C2CCCN(C3Cc4ccccc4C3)C2)cc1OC (centres undefined)	0	7	13	-20	-1	3	12	0	-1	-10	-2
COc1cccc(NS(=O)(=O)c2ccc3c(c2)N(C(C)=O)CCO3)c1	0	-1	30	14	-2	1	10	-2	9	nt	-4
CCCCNC(=O)C1(C)CCN1C(=O)c1ccc(F)cc1Cl (centres undefined)	-9	-5	-6	-29	nt	-1	3	-1	29	nt	nt
COc1ccc(CCCc2nnc(SCC(=O)Nc3nc(C)cs3)n2C)cc1	-24	-2	15	2	-8	-3	6	12	7	7	2
Cc1ccc2nc(SCC(=O)NCc3ccc(F)cc3)[nH]c2c1	6	-4	-3	11	-7	8	4	-14	16	2	-5
O=C(Nc1cc(S(=O)(=O)N2CCCCC2)ccc1N1CCOCC1)c1ccc(F)cc1	-12	3	4	-12	-4	-8	5	-24	-11	-4	-4
O=C(CCCOc1ccccc1)Nc1ccc2c(c1)OCCO2	8	-3	-14	-10	3	-38	-58	-19	-19	-31	4
COc1ccc(C2=NN(C(=O)c3ccccc3)C(c3ccc(OC)c(OC)c3)C2)cc1OC (centres undefined)	0	-11	-3	25	-3	11	11	-22	-11	nt	1
CC(C)C[C@H]1CNC(=S)N1C[C@H]1CCCN1C[C@H](Cc1ccccc1)N1C[C@H](CC(C)C)N(CCc2ccccc2)C1=S	-21	-4	21	9	0	22	-14	15	-16	nt	nt
O=C(Cc1ccccc1)Nc1ccnn1C1CCN(Cc2nccs2)CC1	-8	-9	17	0	0	4	-1	-12	3	-3	-8
O=C(Nc1ccncc1)c1ccccc1F	0	-2	15	-5	-3	19	14	5	27	0	-1
OCCN1CCN(Cc2nc(-c3cccc(Cl)c3)no2)CC1	6	1	-5	-10	-9	-29	-6	0	-20	-9	4
Cc1ccc(-n2c(O)c(C=Nc3ccccc3-c3n[nH]c(=S)[nH]c3=O)c3ccccc3c2=O)c(C)c1	-5	7	15	-6	-12	0	37	5	-5	15	0
O=C(CN1CCOCC1)Nc1ccccc1NC(=O)C1CCN(c2ncccn2)CC1	-4	-7	14	-5	14	3	-8	4	-8	10	3
COC(=O)c1sc(-c2cccs2)cc1NC(=O)/C=C/C(=O)O	-2	-11	5	-34	-6	-21	-11	-15	-19	-10	nt
CCC(C)NC(=O)C1CCN(S(=O)(=O)c2ccc3[nH]c(=O)ccc3c2)CC1 (centres undefined)	5	-14	12	13	9	1	1	4	5	6	-9
CCOC(=O)c1oc2c(C)c(O)ccc2c(=O)c1-c1nncn1-c1ccccc1	1	-2	12	-1	3	0	-4	-5	14	10	-8
Cc1nn(-c2ccccc2)c2c1C1(C(=O)N(C)c3ccccc31)N(c1ccccc1)C(=O)N2 (centres undefined)	45	1	21	2	18	-12	10	-3	-8	-11	6
Cc1cc(C(=O)Nc2c(C)nn(Cc3ccccc3Cl)c2C)no1	-9	-8	15	13	-5	-1	11	9	-10	-8	0
C=CCOc1ccccc1CN1CCC(CO)(CCOc2ccccc2)CC1	-3	-4	28	7	2	-8	-21	-6	-7	-1	-1
C[C@@H]1CCCCO[C@H](CN(C)Cc2ccc(C(=O)O)cc2)[C@@H](C)CN([C@H](C)CO)C(=O)c2cc(NC(=O)CCC(F)(F)F)ccc2O1	5	8	-4	-2	13	-7	0	4	6	2	-14
O=C(NC(=S)Nc1cccnc1Cl)c1ccco1	23	-8	-33	-51	-2	-59	-29	-19	-32	-7	7
Cc1ccc(C(=O)/C=C/Nc2ccc([N+](=O)[O-])cc2Br)cc1	30	5	-58	-164	10	-70	-5	-22	-61	-61	2
CC(=O)NC(N1CCCCC1)C(F)(F)C(F)(F)C(F)(F)C(F)F (centres undefined)	-2	-4	20	5	6	12	-10	6	7	2	-2
COC(=O)[C@]1(C)N[C@H](CN(C)C(=O)c2ccc(C(C)(C)C)cc2)[C@@H]2C(=O)N(Cc3ccccc3)C(=O)[C@@H]21	-8	-10	-2	3	-2	0	-8	0	6	-7	6

Screens as filed in PubChem.
